HP1b binding inh: HTS for Inhibitors of HP1-beta Chromodomain Interactions with Methylated Histone Tails | Chromobox protein homolog 1 (Homo sapiens), P83916 | AlphaScreen HP1-beta / biotin-H3K9me3 peptide binding | Potency, µM (series often up to 114 µM), for inactives: at the highest dose activity change, negative = inhibition, hits mostly inhibitors | 390,000 tested, 0.56% active; also: potency is read from the fitted curve at half-maximal effect; nearly all actives have a fitted effect of over 70% in size; inactives centre near 23
Target sequence (P83916 whole entry, looked up): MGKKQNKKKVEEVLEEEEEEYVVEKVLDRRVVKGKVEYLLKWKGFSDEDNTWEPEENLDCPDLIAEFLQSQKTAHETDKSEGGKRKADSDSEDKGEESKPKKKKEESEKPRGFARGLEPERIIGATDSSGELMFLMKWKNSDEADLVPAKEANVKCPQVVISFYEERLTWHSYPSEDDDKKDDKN
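HP1-beta protein (50 nM final) preincubated 30 min at room temperature with biotinylated H3(1-18)K9me3 peptide (50 nM) in PBS pH 7.4, 0.01% Tween-20, then compound added for 30 min. AlphaScreen streptavidin donor/nickel chelate acceptor beads (10 ug/mL final), 30 min dark, luminescence read.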
PI4K2A block: qHTS for small molecular inhibitors of PI4K2A | 420,000 tested, 0.13% active | purified PI4K2A, ADP-Glo luminescence, 1 h; hits give low values | activity change, negative = inhibition, % at 76.9 µM; in the data active = activity change below about -50%; inconclusive = mostly about -30% to -49%;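 also: -100% = wells without enzyme as full effect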
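ADP-Glo luminescence measured ADP generated by PI4K2A enzyme (4 ug/mL before mixing) with 1.2 mM PI substrate (pre-mix) and 300 microM ATP (pre-mix). Tris pH7.5 buffer with MgCl2, Triton X-100; 1 h reaction at ambient temperature.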
USP1 inh: Inhibitors of USP1/UAF1: Primary Screen | recombinant USP1/UAF1, Ub-Rhodamine cleavage fluorescence | Potency, µM (series often up to 57.1 µM), for inactives: top-dose activity change, negative = inhibition, hits mostly inhibitors | 390,000 tested, 0.23% active | Ubiquitin carboxyl-terminal hydrolase 1 (Homo sapiens), O94782; also: potency is read from the fitted curve at half-maximal effect; % is scaled to controls: 0 for no effect and ±100 for the full control effect; nearly all actives have a fitted effect of over 60% in size; inactives centre near -12
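High-throughput fluorogenic screen: 1nM USP1/UAF1 complex, Ub-Rho substrate 150nM final, 50mM HEPES pH 7.8 with 0.5mM EDTA, 0.1 mg/ml BSA, 1mM TCEP and 0.01% Tween-20.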
TrxR1 inh: qHTS Assay for Inhibitors of Mammalian Selenoprotein Thioredoxin Reductase 1 (TrxR1): qHTS | Thioredoxin reductase 1, cytoplasmic (Rattus norvegicus), O89049 | recombinant rTrxR1, NADPH fluorescence consumption, selenite substrate | Potency, µM (series often up to 114 µM), inactives show top-dose activity change, negative = inhibition, most hits filed as inhibitors | 390,000 tested, 1% active; also: potency is read from the fitted curve at half-maximal effect; % is scaled to controls: 0 for no effect and ±100 for the full control effect; nearly all actives have a fitted effect of over 65% in size
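Rat TrxR1 (90 nM in the dispensed reagent) was pre-reduced with 400 uM NADPH for 5 min at room temperature, then incubated with compound for 15 min. After 400 uM selenite was added, NADPH fluorescence (Ex 340/Em 450 nm) was followed for 8 min.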
Pin1 inhibitor: qHTS Assay to Find Inhibitors of Pin1; Pin1 FP peptide displacement, HiFluor488, 10 min; Potency, µM (series often up to 115 µM), inactives show top-dose activity, negative = inhibition, actives largely listed as inhibitors; Peptidyl-prolyl cis-trans isomerase NIMA-interacting 1 (Homo sapiens), Q13526; 390,000 tested, 0.009% active; active = well fitted inhibition curve with a large enough effect in the polarisation, with a control signal flat, not every such curve was filed as active; inconclusive = small, poorly fitted or top-dose-only effect, or effect the other way, or a change in a side signal; inactive = no such curve, though single readings can be large or run the other way; the % refers to the polarisation; also: potency is read from the fitted curve at half-maximal effect; % is scaled to controls: 0 for no effect and ±100 for the full control effect
Target sequence (Q13526 whole entry, looked up): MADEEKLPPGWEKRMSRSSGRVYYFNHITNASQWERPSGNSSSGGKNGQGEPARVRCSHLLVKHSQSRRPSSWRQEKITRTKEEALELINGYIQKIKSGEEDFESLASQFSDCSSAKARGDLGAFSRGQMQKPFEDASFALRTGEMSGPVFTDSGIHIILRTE
TrxR1 substrate: qHTS Assay for Substrates of Mammalian Selenoprotein Thioredoxin Reductase 1 (TrxR1): qHTS | purified TrxR1 substrate turnover, NADPH consumption readout | 390,000 tested, 0.01% active | Potency, µM (top dose mostly 114 µM), without a hit: at the top dose activity change, negative = substrate turnover | Thioredoxin reductase 1, cytoplasmic (Rattus norvegicus), O89049; also: potency is read from the fitted curve at half-maximal effect; % is scaled to controls: 0 for no effect and ±100 for the full control effect; nearly all actives have a fitted effect of over 50% in size
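Rat TrxR1, dispensed at 90 nM, was prereduced with 400 uM NADPH (final) for 5 min at ~22 deg C, then incubated with compound 15 min before 400 uM selenite. A first-read NADPH fluorescence drop versus no-compound background flagged substrates.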
PGK inhibitor: qHTS Assay to Find Inhibitors of Phosphoglycerate Kinase. Phosphoglycerate kinase, glycosomal (Trypanosoma brucei brucei), P07378. PGK/GAPDH coupled, Kinase-Glo luminescence, 60 min. Potency, µM (highest dose often 57.5 µM), for inactives: at the highest dose activity change, negative = inhibition, actives largely listed as inhibitors. 380,000 tested, 0.043% active. AID 602233, 2012; also: potency is read from the fitted curve at half-maximal effect; % is scaled to controls: 0 for no effect and ±100 for the full control effect; nearly all actives have a fitted effect of over 60% in size
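Luminescent ATP detection (Kinase-Glo Plus) follows a 60-minute room-temperature incubation, with wells lacking PGK as controls. Buffer: 100 mM TEA (pH 7.6), 5 mM MgCl2, 0.01% Tween-20. Coupling enzyme GAPDH (100 nM final) supplies unstable 1,3-BPG in-well.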
GLS inh: qHTS for Inhibitors of Glutaminase (GLS); GLS enzymatic activity, qHTS titration; 410,000 tested, 0.21% active; Glutaminase kidney isoform, mitochondrial (Homo sapiens), O94925; Potency, µM (titrated, usually from 45.5 µM), for inactives: at the top dose activity change, negative = inhibition, most hits filed as inhibitors; also: potency is read from the fitted curve at half-maximal effect; % is scaled to controls: 0 for no effect and ±100 for the full control effect
Target sequence (O94925 whole entry, looked up, canonical isoform): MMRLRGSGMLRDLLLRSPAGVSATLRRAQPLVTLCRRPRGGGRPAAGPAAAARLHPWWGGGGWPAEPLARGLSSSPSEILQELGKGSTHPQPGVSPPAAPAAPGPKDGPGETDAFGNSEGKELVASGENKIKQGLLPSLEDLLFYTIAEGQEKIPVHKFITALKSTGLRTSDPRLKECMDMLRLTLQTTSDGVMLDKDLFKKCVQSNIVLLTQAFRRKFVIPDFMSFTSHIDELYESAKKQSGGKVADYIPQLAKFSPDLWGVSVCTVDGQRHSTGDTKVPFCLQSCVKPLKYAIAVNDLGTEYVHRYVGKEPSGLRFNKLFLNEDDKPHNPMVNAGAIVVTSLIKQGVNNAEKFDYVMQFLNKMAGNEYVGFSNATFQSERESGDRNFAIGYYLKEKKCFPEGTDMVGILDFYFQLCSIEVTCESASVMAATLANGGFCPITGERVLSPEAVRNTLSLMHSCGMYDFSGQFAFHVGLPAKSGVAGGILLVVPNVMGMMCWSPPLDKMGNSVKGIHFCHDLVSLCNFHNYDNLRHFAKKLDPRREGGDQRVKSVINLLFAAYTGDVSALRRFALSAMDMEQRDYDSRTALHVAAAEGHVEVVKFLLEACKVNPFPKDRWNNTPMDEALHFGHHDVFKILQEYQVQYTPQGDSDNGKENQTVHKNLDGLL
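Assay buffer: 45 mM KH2PO4 pH 8.2, 0.02% Tween-20. hKGA acts on L-glutamine (1 mM solution added); product glutamate is reported by an oxidase/peroxidase Amplex Red coupling, with fluorescence taken at baseline and 30 min.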
mIDH1 inhibitor: qHTS for Inhibitors of mutant isocitrate dehydrogenase 1 (IDH1): qHTS. 390,000 tested, 0.093% active. IDH1-R132H enzyme, NADPH consumption, diaphorase/resazurin fluorescence. AID 602179, 2012. Potency, µM (highest dose often 76.6 µM), for the others: at the highest dose activity change, negative = inhibition, actives largely listed as inhibitors. Isocitrate dehydrogenase [NADP] cytoplasmic (Homo sapiens), O75874; also: potency is read from the fitted curve at half-maximal effect; % is scaled to controls: 0 for no effect and ±100 for the full control effect; nearly all actives have a fitted effect of over 65% in size
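IDH1-R132H (0.5 ug/mL dispensed) in pH 7.5 Tris buffer was preincubated 30 min with compound, then given a substrate mix of 0.016 mM NADPH and 2 mM alpha-KG for 80 min at room temperature; remaining NADPH was read by diaphorase/resazurin fluorescence.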
* marks the source's active call; other numbers are inactive results; [ ] = dose if it differs, or a comment. Unless noted, calls follow the shape of the dose curve; as a rule, active = well fitted curve in the direction sought with a large enough effect; inconclusive = small, poorly fitted or top-dose-only effect, or another doubt; inactive = no such curve, though single readings can be large; an effect the other way counts as inactive or inconclusive. An excerpt; the hit share may differ from the screen's.

O=C1CC(c2ccccc2)Cc2nc(NC3CC3)ncc21 (centres undefined) was read as HP1b binding inh 46%[activator], PI4K2A block 8, USP1 inh -7%, TrxR1 inh 5%, Pin1 inhibitor -13%, TrxR1 substrate -7%, PGK inhibitor 10%, GLS inh 17% and mIDH1 inhibitor -6%.
For COC(=O)c1cc(NC2c3ncccc3C(=O)N2Cc2ccccc2)cc(C(=O)OC)c1 (centres undefined) the results were HP1b binding inh 19%, PI4K2A block -3, USP1 inh -1%, TrxR1 inh -17%, Pin1 inhibitor 0%, TrxR1 substrate -7%, PGK inhibitor 1%, GLS inh 2% and mIDH1 inhibitor 1%.
For Cc1ccc(S(=O)(=O)CC(=O)N(CCCN(C)C)c2nc3ccc(C)cc3s2)cc1 the results were HP1b binding inh 17%, PI4K2A block 2, USP1 inh -21%, TrxR1 inh -3%, Pin1 inhibitor 5%, TrxR1 substrate -8%, PGK inhibitor 2%, GLS inh 2% and mIDH1 inhibitor -1%.
For CC(C)N1C(=O)S/C(=C/c2ccc3c(c2)n(C)c(=O)n3C)C1=O the results were HP1b binding inh 6%, PI4K2A block 10, USP1 inh -13%, TrxR1 inh -14%, Pin1 inhibitor 1%, TrxR1 substrate 5%, PGK inhibitor -5%, GLS inh 3% and mIDH1 inhibitor 5%.
`CCOc1ccc(NC(=S)NCCCN2CCN(c3ccc(OC)cc3)CC2)cc1` gave HP1b binding inh -5%, PI4K2A block 3, USP1 inh -5%, TrxR1 inh -8%, Pin1 inhibitor 5%, TrxR1 substrate 1%, PGK inhibitor 0%, GLS inh 16% and mIDH1 inhibitor 6%.
COc1cccc(C(=O)c2cn(CC(=O)Nc3cccc(Cl)c3C)c3nc(C)ccc3c2=O)c1 was read as HP1b binding inh 39%, PI4K2A block 4, USP1 inh -18%, TrxR1 inh 7%[57.1 µM], Pin1 inhibitor 34%[activator], TrxR1 substrate 2%[57.1 µM], PGK inhibitor -1%, GLS inh -8% and mIDH1 inhibitor -12%.
Screening Cc1cccc(NC(=O)COC(=O)c2cccs2)c1C returned HP1b binding inh -3%, PI4K2A block -3, USP1 inh -14%, TrxR1 inh 1%, Pin1 inhibitor -8%, TrxR1 substrate -2%, PGK inhibitor 5%, GLS inh 5% and mIDH1 inhibitor -8%.
`COCCNC(=O)C(C#N)c1nc2ccccc2nc1N1CCCCCC1` (centres undefined) gave HP1b binding inh -1%, PI4K2A block 0, USP1 inh -22%, TrxR1 inh -19%, Pin1 inhibitor inconclusive, TrxR1 substrate 20%, PGK inhibitor inactive, GLS inh -17% and mIDH1 inhibitor 7%.
Screening COc1ccc(-c2cc3c(=O)n(CC(=O)Nc4ccc(C(C)=O)cc4)ncn3n2)cc1 returned HP1b binding inh 37%, PI4K2A block -5, USP1 inh -18%, TrxR1 inh 37%, Pin1 inhibitor 0%, TrxR1 substrate 12%, PGK inhibitor -2%, GLS inh -6% and mIDH1 inhibitor -1%.
Cc1nnc(NC(=O)c2ccc(Br)o2)s1 was read as HP1b binding inh 45%, PI4K2A block 4, USP1 inh -12%, TrxR1 inh 1%, Pin1 inhibitor -1%, TrxR1 substrate -3%, GLS inh 1% and mIDH1 inhibitor 2%.
O=C(c1ccccc1)N1CCC(c2nc3ccccc3o2)CC1 was read as HP1b binding inh 53%[activator], PI4K2A block -3, USP1 inh -5%, TrxR1 inh -19%, Pin1 inhibitor -15%, TrxR1 substrate -11%, PGK inhibitor inactive, GLS inh 3% and mIDH1 inhibitor 2%.
For COC(=O)c1ccc(CN2CCCC(C(=O)c3ccccc3OC)C2)cc1 (centres undefined) the results were HP1b binding inh 47%[activator], PI4K2A block -3, USP1 inh -23%, TrxR1 inh 0%, Pin1 inhibitor -3%, TrxR1 substrate -7%, PGK inhibitor -9%, GLS inh -1% and mIDH1 inhibitor -1%.
`COc1ccccc1NC(=O)c1cc2c(cc1Cl)N1CCCCCC1=NS2(=O)=O` gave HP1b binding inh 20%, PI4K2A block -3, USP1 inh -7%, TrxR1 inh -5%, Pin1 inhibitor inconclusive, TrxR1 substrate -4%, PGK inhibitor 5%, GLS inh 5% and mIDH1 inhibitor 3%.
For CCCCn1c(N)c(N(CCC(C)C)C(=O)c2ccc(N3CCCC3=O)cc2)c(=O)[nH]c1=O the results were HP1b binding inh 26%, PI4K2A block -2, USP1 inh -23%, TrxR1 inh 0%, Pin1 inhibitor 8%, TrxR1 substrate 0%, PGK inhibitor 3%, GLS inh -3% and mIDH1 inhibitor 4%.
For Cn1c(=O)c2c(nc(N/N=C/c3ccc(OC(=O)c4ccco4)cc3)n2Cc2ccccc2)n(C)c1=O the results were HP1b binding inh 31%, PI4K2A block -2, USP1 inh -20%, TrxR1 inh 17%, Pin1 inhibitor -1%, TrxR1 substrate 26%, PGK inhibitor -4%, GLS inh 7% and mIDH1 inhibitor 13%.
`COC(=O)c1c(-c2ccc(Cl)cc2)noc1N1CCN(c2ccc(C(C)=O)cc2)CC1` gave HP1b binding inh 30%[57 µM], PI4K2A block -1, USP1 inh -10%, TrxR1 inh 18%[57.1 µM], Pin1 inhibitor -4%, TrxR1 substrate 3%[57.1 µM], PGK inhibitor -9%, GLS inh -11% and mIDH1 inhibitor 12%.
For CCN(C(=O)CSc1nnc(-c2ccncc2)o1)c1ccccc1 the results were HP1b binding inh 18%, PI4K2A block 1, USP1 inh -5%, TrxR1 inh 24%, Pin1 inhibitor 0%, TrxR1 substrate -1%, PGK inhibitor -6%, GLS inh 14% and mIDH1 inhibitor 0%.
O=C(NNC(=O)c1ccccc1F)c1cccc(Cl)c1 was read as HP1b binding inh 12%, PI4K2A block 3, USP1 inh -2%, TrxR1 inh 4%, Pin1 inhibitor -5%, TrxR1 substrate -2%, PGK inhibitor -6%, GLS inh 16% and mIDH1 inhibitor 2%.
CCCOc1ccc(N2C(=O)CC(N(CCOC34CC5CC(CC(C5)C3)C4)C(C)=O)C2=O)cc1 (centres undefined) was read as HP1b binding inh 6%, PI4K2A block 5, USP1 inh -37%, TrxR1 inh 6%[57.1 µM], Pin1 inhibitor 4%, TrxR1 substrate 5%[57.1 µM], PGK inhibitor 9%, GLS inh 5% and mIDH1 inhibitor -2%.
`CCN(CC)CCCNC(=O)CNC(=O)c1nn(-c2ccc(OC)c(OC)c2)c(=O)c2ccccc12` gave HP1b binding inh 19%, PI4K2A block 7, USP1 inh -5%, TrxR1 inh -4%[57.1 µM], Pin1 inhibitor 3%, TrxR1 substrate -12%[57.1 µM], PGK inhibitor inactive, GLS inh -14% and mIDH1 inhibitor 1%.

2 entries picked at random from those above:
For Cn1c(=O)c2c(nc(N/N=C/c3ccc(OC(=O)c4ccco4)cc3)n2Cc2ccccc2)n(C)c1=O the results were HP1b binding inh 31%, PI4K2A block -2, USP1 inh -20%, TrxR1 inh 17%, Pin1 inhibitor -1%, TrxR1 substrate 26%, PGK inhibitor -4%, GLS inh 7% and mIDH1 inhibitor 13%.
O=C(NNC(=O)c1ccccc1F)c1cccc(Cl)c1 was read as HP1b binding inh 12%, PI4K2A block 3, USP1 inh -2%, TrxR1 inh 4%, Pin1 inhibitor -5%, TrxR1 substrate -2%, PGK inhibitor -6%, GLS inh 16% and mIDH1 inhibitor 2%.

(more compounds)
`COc1cccc(NC(=O)c2cnc(SC)nc2)c1` gave HP1b binding inh 57%[activator], PI4K2A block 1, USP1 inh -19%, TrxR1 inh -10%, Pin1 inhibitor 1%, TrxR1 substrate 6%, PGK inhibitor inactive, GLS inh 0% and mIDH1 inhibitor 3%.
Screening COc1ccccc1CN1C2CCCC1CC(NC(=O)/C=C/c1ccccc1)C2 (centres undefined) returned HP1b binding inh 18%, PI4K2A block 5, USP1 inh -16%, TrxR1 inh 24%[57.1 µM], Pin1 inhibitor -3%, TrxR1 substrate 9%, PGK inhibitor inactive, GLS inh 11% and mIDH1 inhibitor 0%.
Screening COC(=O)c1ccccc1NC(=O)CNCCc1ccc(OC)c(OC)c1 returned HP1b binding inh -34%, PI4K2A block -4, USP1 inh -13%, TrxR1 inh 8%, Pin1 inhibitor -1%, TrxR1 substrate -4%, PGK inhibitor inactive, GLS inh -4% and mIDH1 inhibitor -3%.
COc1ccccc1CNc1nc(-c2ccco2)nn1S(C)(=O)=O was read as HP1b binding inh 28%, PI4K2A block -2, USP1 inh -17%, TrxR1 inh 4%, Pin1 inhibitor -3%, TrxR1 substrate 3%, PGK inhibitor 5%, GLS inh -2% and mIDH1 inhibitor 26%.

Compound activity from PubChem BioAssay.
